Screening data deposited in PubChem by NCI.
All columns: NCI-60 one-dose screen, growth in % after 48 h at 10 µM unless noted; 100 = growth as untreated, 0 = no growth, -100 = all killed.
SK-MEL-5 – SK-MEL-5 melanoma. 6.4% of 80,000 active. AID 1794755
SK-MEL-2 – SK-MEL-2 melanoma | 4.7% of 77,000 active
M14 – M14 melanoma. 6.2% of 80,000 active. AID 1794745
UACC-62 – UACC-62 melanoma. 5.4% of 81,000 active. AID 1794756
MDA-MB-435 – MDA-MB-435 melanoma; 7.8% of 82,000 active
SK-MEL-28 – SK-MEL-28 melanoma; 4.1% of 81,000 active
UACC-257 – UACC-257 melanoma; 4.4% of 78,000 active
MALME-3M – MALME-3M melanoma. 5.8% of 78,000 active. AID 1794766
Active calls of the source: *; nt = not tested or not shown; & = joins results of further samples. How the source made its calls: active means growth percent below 10; inactive means the rest.

1. ClC(Cl)(Cl)C(c1ccccc1)c1ccccc1
2. CC(C)(C)c1cc(C2CCCCC2)cc(C(C)(C)C)c1O
3. N#Cc1cc(N)n(-c2nc3c(cnn3-c3ccccc3)c(=O)n2-c2ccccc2)n1
4. Cc1c(O)ccc2c1CCCC2
5. C=CCn1c(C)nc2cc(Nc3nc(N4CCN(C)CC4)nc4nc[nH]c34)ccc21
6. CC(=O)CC/C=C(\C)[C@H](O)[C@H](C)C(=O)O[C@H]1C[C@H](C)C=C2C=C[C@@]3(C)O[C@@H](O)CC(=O)[C@]3(C)[C@H]21
7. Nc1nc2ccc(CNc3ccc(C(=O)NC(CC(=O)O)C(=O)O)cc3)cc2c(=O)[nH]1 (centres undefined)
8. Cc1ccc2nc(NC(=O)CSc3nc(=S)c(C#N)c(-c4ccccc4)[nH]3)sc2c1

Assay by compound,1,2,3,4,5,6,7,8
MALME-3M,95,107,109,100,87,-83*,72,88
SK-MEL-2,109,101,66,92,nt,-60*,52,107
M14,108,102,105,96,102,-84*,33,107
MDA-MB-435,114,108,104,106,103,-88*,40,101
UACC-62,99,91,89,102,105,-57*,32,87
UACC-257,96,75,101,94,103,-34*,42,107
SK-MEL-5,101,103,97,100,96,-92*,30,99
SK-MEL-28,119,103,110,101,107,-41*,106,107

9. CCCCCC(=N\N=C(N)N)/C(C)=N/N=C(N)N
10. CN(CCCCCl)P(=O)(OCc1ccc([N+](=O)[O-])o1)C(F)(F)C[C@H](NC(=O)CNC(=O)c1ccc(N=[N+]=[N-])cc1)C(=O)NCCc1ccc(O)cc1 (some centres undefined)
11. C=C(Cl)C(=NC(C)(C)C)Nc1ccccc1C
12. O=[N+]([O-])c1ccc(Br)cc1Nc1ccccc1
13. O=C(/C=C/Nc1cc(-c2ccccc2)nn1-c1ccccc1)c1cccs1
14. Cc1ccc(NS(=O)(=O)c2ccccc2)c(NS(=O)(=O)c2ccccc2)c1
15. Cc1nc2ncccc2nc1Nc1ccc(S(N)(=O)=O)cc1
16. C[Si](C)(C)CCS(=O)(=O)O[C@@H]1C(=O)N(c2cc3c4ccccc4ccc3c3ccccc23)[C@H]1c1ccc(F)cn1

Assay by compound,9,10,11,12,13,14,15,16
MALME-3M,87,80,84,105,94,nt,120,110
SK-MEL-2,109,nt,139,99,89,99,107,92
M14,91,90,85,95,85,102,108,101
MDA-MB-435,102,42,32,97,88,106,112,104
UACC-62,82,60,60,98,58,88,92,91
UACC-257,106,104,100,78,94,107,100,91
SK-MEL-5,101,91,95,100,84,104,104,102
SK-MEL-28,95,64,98,103,90,116,113,112

3 compounds picked at random from the list so far:
13. O=C(/C=C/Nc1cc(-c2ccccc2)nn1-c1ccccc1)c1cccs1
11. C=C(Cl)C(=NC(C)(C)C)Nc1ccccc1C
10. CN(CCCCCl)P(=O)(OCc1ccc([N+](=O)[O-])o1)C(F)(F)C[C@H](NC(=O)CNC(=O)c1ccc(N=[N+]=[N-])cc1)C(=O)NCCc1ccc(O)cc1 (some centres undefined)

Assay by compound,13,11,10
MALME-3M,94,84,80
SK-MEL-2,89,139,nt
M14,85,85,90
MDA-MB-435,88,32,42
UACC-62,58,60,60
UACC-257,94,100,104
SK-MEL-5,84,95,91
SK-MEL-28,90,98,64

(cont.)
17. Clc1cc(Cl)c(-c2nc(-c3ccccc3)no2)cn1
18. O=C1Nc2ccc(Br)cc2/C1=N\c1nnc(-c2ccccc2)o1
19. COc1ccc(Nc2ncccc2NC(=O)c2cn(Cc3cccc(OC)c3)nn2)cc1
20. Cc1cc(NC(=O)c2ccc(N)cc2)ccc1N=Nc1ccc2c(O)c(N=Nc3ccc4cc(S(=O)(=O)O)ccc4c3)c(S(=O)(=O)O)cc2c1
21. COC(=O)/C=C1\SC(=Nc2ccc(F)cc2)N(CCc2c[nH]c3ccccc23)C1=O
22. Clc1ccc(-c2oc(-c3ccc(Cl)cc3)c3c2CC=CC3)cc1
23. CCCCCCCSCCO
24. CC1(C2CCC3(C)OC3C2)CO1 (centres undefined)

Assay by compound,17,18,19,20,21,22,23,24
MALME-3M,88,94,106,125,100,92,112,102
SK-MEL-2,94,104,115,101,102,83,nt,118
M14,82,104,107,104,102,87,104,67
MDA-MB-435,100,98,110,112,114,109,98,111
UACC-62,89,87,89,109,83,87,111,104
UACC-257,94,101,114,100,72,104,102,96
SK-MEL-5,92,98,102,113,99,93,117,nt
SK-MEL-28,105,101,114,111,112,103,111,nt

25. C[C@@H]1O[C@H](/C=C/c2ccccc2F)[C@@H](O)[C@H]1O
26. NC(Cc1ccccc1)C(=O)O (centres undefined)
27. CS(=O)(=O)n1ccc2nc(Cl)nc(Cl)c21
28. Cc1ccc(/C=C/C(=O)c2ccc(NC(=O)N3CCN(c4cc5c(cc4F)c(=O)c(C(=O)O)cn5C4CC4)CC3)cc2)cc1
29. CCOC(=O)c1cnn2c(-c3ccccc3O)nc(SCC)nc12
30. CN1C(=O)N(c2ccccc2)C2C1NN=c1s/c(=C\c3ccc(Br)cc3)c(=O)n12 (centres undefined)
31. c1coc(C2OCCO2)c1
32. CC(C)C(N)C(=O)Nc1nncs1 (centres undefined)

Assay by compound,25,26,27,28,29,30,31,32
MALME-3M,93,98,94,98,115,100,101,47
SK-MEL-2,101,103,102,107,87,106,113,125
M14,99,93,95,106,96,95,101,100
MDA-MB-435,107,107,102,102,99,86,100,89
UACC-62,100,89,101,96,63,93,100,110
UACC-257,111,95,97,110,68,102,91,94
SK-MEL-5,103,112,100,nt,99,nt,100,120
SK-MEL-28,107,107,105,104,114,108,98,114

33. Cc1nc(-n2nc(C#N)c(C#N)c2N)c(C#N)c(C#N)c1C
34. O=C(/C=C/c1cccc(O)c1)Oc1ccc(/C=C/c2cc(OC(=O)/C=C/c3cccc(O)c3)cc(OC(=O)/C=C/c3cccc(O)c3)c2)cc1
35. CCCCCCCCCCCCNc1ccc(S(=O)(=O)c2ccc(N)cc2)cc1
36. CC[C@]12C=CCN3CC[C@@]4(c5ccc(OC)cc5N(C)[C@H]4[C@@](O)(C(=O)OC)[C@@H]1OC(=O)CCCN1CCOCC1)[C@@H]32
37. O=[N+]([O-])c1cc(F)ccc1Nc1ccc(F)cc1
38. OCCSc1ccc(Cl)cc1
39. Cc1nn(-c2ccccc2)c2nc(Cl)c(/C=C/C(=O)c3ccc(Cl)cc3)c(-c3ccccc3)c12
40. CN1N=C2c3cn(Cc4ccccc4)cc3CCC2C1=O (centres undefined)

Assay by compound,33,34,35,36,37,38,39,40
MALME-3M,98,99,102,110,nt,84&117,88,142
SK-MEL-2,95,90,112,109,103,91&109,109,122
M14,111,94,104,103,110,94&107,96,nt
MDA-MB-435,106,94,95,100,110,106&103,104,106
UACC-62,105,95,109,98,103,98&110,100,94
UACC-257,92,72,102,104,107,97&114,116,117
SK-MEL-5,110,96,101,103,98,98&108,100,119
SK-MEL-28,108,112,108,109,112,93&121,114,115

41. CCCn1c(=S)sc2c(Cl)nc(C)nc21
42. CCCCc1ccc(Nc2nnc(SCC(=O)NC(=O)NCC)s2)cc1
43. COC(=O)[C@@H]1CCCN1C(=O)[C@@H]1CCCN1C(=O)[C@@H](Cc1c[nH]c2ccccc12)NC(=S)Nc1cc(C(F)(F)F)cc(C(F)(F)F)c1
44. COc1cc(Cl)ccc1C(=O)Nc1nc2ccccc2[nH]1
45. Cc1ccc(C(=O)CSc2nnc(-c3c[nH]c4ccccc34)n2-c2ccccc2)cc1
46. N#Cc1ccc(-c2ccc(OCCCN3CCCCC3)cc2)cc1
47. COc1ccc(C=Nc2n[nH]c(Nc3ccccc3)c2C#N)cc1
48. CCC(c1ccccc1)C(CC)c1cc(O)c(O)c(O)c1 (centres undefined)

Assay by compound,41,42,43,44,45,46,47,48
MALME-3M,104,97,60,72,35,91,102,130
SK-MEL-2,1.9*,91,40,69,85,98,96,124
M14,101,107,61,54,51,94,100,83
MDA-MB-435,104,104,5.4*,102,39,99,107,110
UACC-62,55,78,58,56,24,93,91,92
UACC-257,nt,113,72,63,77,74,108,92
SK-MEL-5,108,103,nt,77,33,73,nt,109
SK-MEL-28,102,105,34,91,49,105,106,109

From entry 33 to 45, copied from above:
33. Cc1nc(-n2nc(C#N)c(C#N)c2N)c(C#N)c(C#N)c1C
34. O=C(/C=C/c1cccc(O)c1)Oc1ccc(/C=C/c2cc(OC(=O)/C=C/c3cccc(O)c3)cc(OC(=O)/C=C/c3cccc(O)c3)c2)cc1
35. CCCCCCCCCCCCNc1ccc(S(=O)(=O)c2ccc(N)cc2)cc1
36. CC[C@]12C=CCN3CC[C@@]4(c5ccc(OC)cc5N(C)[C@H]4[C@@](O)(C(=O)OC)[C@@H]1OC(=O)CCCN1CCOCC1)[C@@H]32
37. O=[N+]([O-])c1cc(F)ccc1Nc1ccc(F)cc1
38. OCCSc1ccc(Cl)cc1
39. Cc1nn(-c2ccccc2)c2nc(Cl)c(/C=C/C(=O)c3ccc(Cl)cc3)c(-c3ccccc3)c12
40. CN1N=C2c3cn(Cc4ccccc4)cc3CCC2C1=O (centres undefined)
41. CCCn1c(=S)sc2c(Cl)nc(C)nc21
42. CCCCc1ccc(Nc2nnc(SCC(=O)NC(=O)NCC)s2)cc1

Assay by compound,33,34,35,36,37,38,39,40,41,42
MALME-3M,98,99,102,110,nt,84&117,88,142,104,97
SK-MEL-2,95,90,112,109,103,91&109,109,122,1.9*,91
M14,111,94,104,103,110,94&107,96,nt,101,107
MDA-MB-435,106,94,95,100,110,106&103,104,106,104,104
UACC-62,105,95,109,98,103,98&110,100,94,55,78
UACC-257,92,72,102,104,107,97&114,116,117,nt,113
SK-MEL-5,110,96,101,103,98,98&108,100,119,108,103
SK-MEL-28,108,112,108,109,112,93&121,114,115,102,105

43. COC(=O)[C@@H]1CCCN1C(=O)[C@@H]1CCCN1C(=O)[C@@H](Cc1c[nH]c2ccccc12)NC(=S)Nc1cc(C(F)(F)F)cc(C(F)(F)F)c1
44. COc1cc(Cl)ccc1C(=O)Nc1nc2ccccc2[nH]1
45. Cc1ccc(C(=O)CSc2nnc(-c3c[nH]c4ccccc34)n2-c2ccccc2)cc1

Assay by compound,43,44,45
MALME-3M,60,72,35
SK-MEL-2,40,69,85
M14,61,54,51
MDA-MB-435,5.4*,102,39
UACC-62,58,56,24
UACC-257,72,63,77
SK-MEL-5,nt,77,33
SK-MEL-28,34,91,49

Later entries
49. Cc1ccc(CC(N)C(=O)O)cc1 (centres undefined)
50. O=C(COc1ccc(/C=C2\Oc3ccccc3C2=O)cc1)Nc1nc2c(s1)CCCC2
51. C/C=C/C(=O)NN
52. S=C1Nc2ccccc2Nc2ccccc21
53. COc1cc2c(=O)ccn(-c3ccc(NC(C)=O)cc3)c2cc1OC
54. Nc1ncnc2c1c(-c1cccc(Cl)c1)nn2CC(=O)N1CCOCC1
55. N/C(=N\c1nc2ccccc2s1)NC(=NC1CCCCC1)NC1CCCCC1
56. CC1(C)CC(=O)NC(=O)C1

Assay by compound,49,50,51,52,53,54,55,56
MALME-3M,101,23,80,88,106,110,-70*,122
SK-MEL-2,104,84,118,103,119,106,41,123
M14,98,98,112,102,103,104,-56*,112
MDA-MB-435,107,24,106,110,103,104,-34*,100
UACC-62,93,76,91,89,91,94,53,109
UACC-257,67,104,nt,94,110,103,-53*,96
SK-MEL-5,101,103,103,102,99,101,-75*,106
SK-MEL-28,111,117,114,106,99,105,-74*,108

57. CCN1C(=O)/C(=c2\sc3n(c2=O)NC2C(N=3)N(CC)C(=O)N2CC)c2ccccc21 (centres undefined)
58. COc1ccc(-n2cc(-c3cc(OC)c(OC)c(OC)c3)n(C(C)=O)c2=O)cc1OC
59. Cc1cc(C)c([O-])c(CN(C)CCN(C)Cc2cc(C)cc(C)c2[O-])c1.O=C([O-])c1cccc(C(=O)[O-])n1.[Ti+4]
60. CN1CCN(Cc2ccc(NC(=O)c3[nH]ncc3Nc3ncnc4c3CCC4)cc2)CC1
61. O=C(OCc1ccc2c(Br)cc(Br)c(O)c2n1)c1cc2ccccc2[nH]1
62. Cc1ccc(CNc2ccc(C)cc2)cc1
63. CCOC(=O)C(/C=N/Nc1ccccc1)C(=O)OCC
64. O=c1c(S(=O)(=O)c2ccccc2)cc2c(n1Cc1ccccc1)-c1cnn(-c3ccc(Cl)cc3)c1CC2

Assay by compound,57,58,59,60,61,62,63,64
MALME-3M,37,91,-46*,4.8*,-85*,101,108,74
SK-MEL-2,66,97,nt,14,-21*,101,117,102
M14,38,89,-50*,22,-65*,107,102,85
MDA-MB-435,-39*,90,6.5*,30,-81*,94,117,84
UACC-62,44,85,26,10.0*,-83*,114,99,75
UACC-257,83,94,20,38,-65*,nt,117,91
SK-MEL-5,31,87,9.8*,9.5*,-47*,101,100,84
SK-MEL-28,56,121,-27*,5.6*,nt,103,110,91

65. CCOC1CCC=CO1 (centres undefined)
66. O=NN(C(=O)NCc1cccnc1)C1CCCCC1
67. Cc1ccc2oc(=O)cc(Cn3cc(Cn4cnc5c4c(=O)n(C)c(=O)n5C)nn3)c2c1
68. CCCCCCCCCCCCCCCCCCOc1ccccc1CC(=O)NCC[N+]1(C)CCCCC1
69. CCCCN(C=S)CCCC
70. COC(=O)c1c(C(=O)OC)c2n(CC(=O)Nc3cccc4cccnc34)c3ccccc3n2c1C(=O)c1ccc(Br)cc1
71. CC(C)c1cccc(C(C)(C)C)n1
72. Cc1cc(C)c(NC(=O)c2sc3nc4c(cc3c2N)CCCC4)c(C)c1
73. COc1ccc2[nH]cc(/C=C/c3nc4ccccc4c(=O)n3-c3ccc(C#Cc4ccc(C(C)(C)C)cc4)cc3C)c2c1
74. COc1ccc(-c2cc(-c3nc4ccc(F)cc4[nH]3)[nH]n2)cc1
75. O=C(c1ccccc1)N(C(=S)NCCc1ccc(Cl)cc1)c1ccc(Cl)cc1

Assay by compound,65,66,67,68,69,70,71,72,73,74,75
MALME-3M,102,102,96,45,101,nt,84,45,105,74,nt
SK-MEL-2,102,100,108,64,92,99,119,17,105,60,41
M14,97,101,97,68,95,110,111,25,86,59,71
MDA-MB-435,103,107,108,60,105,105,107,-14*,107,76,38
UACC-62,99,108,98,45,96,97,102,nt,102,59,77
UACC-257,97,101,101,88,100,103,nt,nt,95,94,71
SK-MEL-5,102,99,95,82,101,94,101,50,111,67,67
SK-MEL-28,106,105,107,76,96,105,112,nt,107,95,43
